TRPC4 agonist = activators of mouse TRPC4 channel, primary screen, Fluo4 calcium, HEK293 TRPC4beta/mu-opioid cells; AID 2237, 2010; Fluo4 calcium fluorescence; stronger effect = higher value; Short transient receptor potential channel 4 (Mus musculus), Q9QUQ5; actives 0.49% (n = 310,000); B-score at 10 µM;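 active = B-score above 5 SD of library B-scores, and initial fluorescence ratio not above library mean plus 5 SD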;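 note: positive B-score marks a calcium rise read as TRPC4 activation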
Target sequence (Q9QUQ5 whole entry, looked up): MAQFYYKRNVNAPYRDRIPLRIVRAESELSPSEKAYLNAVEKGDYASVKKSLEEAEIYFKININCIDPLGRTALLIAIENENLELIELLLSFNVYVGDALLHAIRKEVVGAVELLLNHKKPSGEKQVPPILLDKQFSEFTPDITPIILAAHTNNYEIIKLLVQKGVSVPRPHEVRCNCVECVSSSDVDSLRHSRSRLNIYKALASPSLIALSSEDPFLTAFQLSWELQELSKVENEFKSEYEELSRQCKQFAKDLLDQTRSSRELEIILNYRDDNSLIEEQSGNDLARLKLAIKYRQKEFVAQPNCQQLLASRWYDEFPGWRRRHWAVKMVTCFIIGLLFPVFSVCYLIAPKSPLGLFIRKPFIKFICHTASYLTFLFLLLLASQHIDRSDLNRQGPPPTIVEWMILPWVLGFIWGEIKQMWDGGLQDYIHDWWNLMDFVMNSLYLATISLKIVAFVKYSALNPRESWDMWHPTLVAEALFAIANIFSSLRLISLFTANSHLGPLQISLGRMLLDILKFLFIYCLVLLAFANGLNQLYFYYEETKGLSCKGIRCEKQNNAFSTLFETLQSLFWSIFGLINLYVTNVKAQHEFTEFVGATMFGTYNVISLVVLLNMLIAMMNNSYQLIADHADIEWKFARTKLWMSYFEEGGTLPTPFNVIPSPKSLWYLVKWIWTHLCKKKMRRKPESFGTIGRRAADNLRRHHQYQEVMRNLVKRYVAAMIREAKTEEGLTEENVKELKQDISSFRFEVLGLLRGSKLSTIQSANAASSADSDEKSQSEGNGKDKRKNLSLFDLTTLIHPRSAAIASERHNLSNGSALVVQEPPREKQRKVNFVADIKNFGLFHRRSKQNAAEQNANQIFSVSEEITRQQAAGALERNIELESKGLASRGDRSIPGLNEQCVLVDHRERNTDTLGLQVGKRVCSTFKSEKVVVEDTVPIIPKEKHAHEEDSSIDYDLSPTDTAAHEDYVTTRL
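system = HEK293 cells stably co-expressing mouse TRPC4beta and mu-opioid receptor | schedule = Fluo4 dye loading 45 min at room temperature, 110 s recording | measure = B-scored integrated calcium fluorescence ratio | signal = Fluo4 calcium-sensitive dye fluorescence, kinetic, 1 Hz baseline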
TRPC6 inh = mouse TRPC6 channel inhibitors, primary screen, cell-based, HEK293, membrane potential dye; Short transient receptor potential channel 6 (Mus musculus), Q61143; ACh-evoked depolarization; stronger effect = lower value; B-score at 10 µM; actives 1.1% (n = 310,000);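 active = B-score under library mean minus 3 SD, initial fluorescence not abnormally high, positive integrated signal ratio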;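 note: B-score derived from integrated fluorescence ratio over the kinetic read; more negative B-score means stronger inhibition of depolarization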
MrgX1 allo act = positive allosteric modulators of MrgX1, primary screen, HEK293 cells, Fluo-4 calcium flux; Mas-related G-protein coupled receptor member X1 (Homo sapiens), Q96LB2; FDSS; stronger effect = higher value; B-score at 10 µM; actives 0.63% (n = 310,000);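 active = plate-corrected calcium response at least 3 library SD above typical, normal starting fluorescence, not activating the receptor alone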;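 note: compound read alongside a low EC10 to EC30 dose of BAM8-22 agonist; peak minus trough fluorescence over baseline measured at the second addition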
TRPC4 PAM = positive allosteric modulators of TRPC4, primary screen, cell-based, mouse TRPC4beta, HEK293 mu-opioid, Fluo-4 calcium. Short transient receptor potential channel 4 (Mus musculus), Q9QUQ5. DAMGO EC20, Fluo-4 Ca2+ flux; stronger effect = higher value. B-score at 10 µM. actives 0.42% (n = 310,000). AID 2227, 2009;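 active = B-score of calcium response area above 5 SD of library B-scores, with initial fluorescence ratio within 5 SD of library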;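 note: B-score of integrated fluorescence ratio over time as area under calcium response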
MrgX1 antag = antagonists of human MrgX1 receptor, primary screen, HEK293 cells, Fluo-4 calcium flux; BAM8-22 antagonism; stronger effect = lower value; actives 1.3% (n = 310,000); B-score at 10 µM;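 active = calcium-response B-score plate-corrected more than 3 library SD below zero, starting fluorescence within 5 deviations, no agonist response on first addition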;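 note: peak minus trough fluorescence over baseline after final BAM8-22 challenge near maximal dose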
PolyA inh = polyadenylation inhibitors in yeast reporter cells, primary screen, luminescence, S. cerevisiae; S. cerevisiae SKY197-pL101 polyadenylation reporter, beta-gal luminescence; efflux-impaired pdr1/pdr3 knockout yeast; score 100 = 6 SD above DMSO; calls only at 12 µM; actives 0.02% (n = 300,000); AID 1875, 2009;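 active = lowest replicate activity score at least 50, where 100 means six control SD above control mean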;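 note: yeast exposed to compound for 9 h at 30 °C; higher score means more reporter readthrough which indicates perturbed polyadenylation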
TRPC4 inh = inhibitors of mouse TRPC4 channel, primary screen, Fluo4 calcium, HEK293 TRPC4beta/mu-opioid cells; DAMGO-evoked Fluo4 calcium flux; stronger effect = lower value; B-score at 10 µM; AID 2247, 2010; actives 0.39% (n = 300,000); Short transient receptor potential channel 4 (Mus musculus), Q9QUQ5;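 active = B-score over 3 SD under the library average, no early fluorescence shift, positive overall ratio signal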
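System: stable TRPC4beta/mu-opioid receptor HEK293 cells; Dosing: single-point compound dosing; Measured by: Fluo4 Ca2+ flux fluorescence; Read-out basis: per-well B score of integrated baseline-normalized Fluo4 ratio.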
HIF activator = HIF pathway transcriptional activators, primary screen, cell-based, U2OS HRE-luciferase, luminescence; U2OS HRE-luciferase reporter; normalized: DMSO 0%, desferrioxamine 100%; actives 0.32% (n = 300,000); activation, % at 7.5 µM (by protocol);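 active = mean activation of at least 10% of the iron chelator positive control signal, with at least half of replicates also reaching 10%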
AI-2 QS mod = Vibrio harveyi AI-2 quorum sensing modulators, primary screen, JMH597 strain, luminescence/OD600 ratio | activity change, % at 7.5 µM | Vibrio harveyi JMH597 AI-2 luminescence/OD600 ratio, 9 h; stronger effect = lower value; strain lacks LuxN and CqsS sensors; 0 = neutral-control median | actives 0.4% (n = 300,000); in the data active = activity change below about -75%, passing the limit was not always enough;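 note: luminescence divided by OD600 gain over 9 h not by final OD600 alone; inactives centre near 13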
MrgX1 ag = agonists of human MrgX1 receptor, primary screen, HEK293 cells, Fluo-4 calcium flux | Fluo-4 calcium fluorescence, agonist mode; stronger effect = higher value | actives 0.44% (n = 310,000) | Mas-related G-protein coupled receptor member X1 (Homo sapiens), Q96LB2 | B-score at 10 µM;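 active = calcium response B-score plate-corrected fluorescence ratio at least 3 library SD, with starting fluorescence B-score inside 5 SD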
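System – MrgX1-expressing HEK293 cells · Incubation – cells plated overnight, dye loaded 0.5 h 37 °C, 0.5 h room temperature · Technique – kinetic Fluo-4 NW fluorescence of intracellular calcium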
TRPC6 activator = mouse TRPC6 channel activators, primary screen, cell-based, HEK293, membrane potential dye. Short transient receptor potential channel 6 (Mus musculus), Q61143. HEK293-TRPC6 membrane potential dye fluorescence; stronger effect = higher value. B-score at 10 µM. actives 0.13% (n = 310,000);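 active = B-score of the integrated fluorescence ratio above library mean plus 3 SD, and starting fluorescence ratio within library mean plus 5 SD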;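 note: higher score means more depolarization so channel activation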
Active calls of the source: *; i = inactive; . = no result given.

SMILES	TRPC4 agonist	TRPC6 inh	MrgX1 allo act	TRPC4 PAM	MrgX1 antag	PolyA inh	TRPC4 inh	HIF activator	AI-2 QS mod	MrgX1 ag	TRPC6 activator
O=C(O)C1CCCN1S(=O)(=O)c1ccc(Cl)c(Cl)c1 (stereo not drawn)	i	i	i	i	i	i	i	0.0	22	i	i
Cc1ccc(N(CC(=O)NCCc2ccccc2)C(=O)c2csnn2)cc1	i	i	i	i	i	i	i	0.4	16	i	i
Nc1cc(-c2ccc(OC(F)(F)F)cc2)nn1-c1ccc(Cl)c(Cl)c1	i	i	i	i	i	i	i	-0.5	-17	i	i
COc1cccc(CCNC(=O)CCc2nnc(-c3cc(C)oc3C)o2)c1	i	i	i	i	i	i	i	0.3	21	i	i
O=C(CSCc1ccc(Br)cc1)NC1CC1	i	i	i	i	i	i	i	0.8	10	i	i
Cc1ccc(NC(=O)NCCCN2CCCC2=O)cc1C	i	i	i	i	i	i	i	0.8	5	i	i
NS(=O)(=O)c1ccc(Sc2ccccn2)c([N+](=O)[O-])c1	i	i	i	i	i	i	i	-0.5	35	i	i
COc1ccc(S(=O)(=O)n2nc(OC(C)=O)cc2N(C(C)=O)C(C)=O)cc1	i	i	13*	i	i	i	i	0.2	-6	i	i
COc1cccc(C(=O)NCCS(=O)(=O)N2CCC(C)CC2)c1	i	i	i	i	i	i	i	0.1	13	i	i
Cc1ccc(S(=O)(=O)NC(CC(C)C)C(=O)N2CCOCCOCCOCC2)cc1 (stereo not drawn)	i	i	i	i	i	i	i	-6.5	7	i	i
CS(=O)(=O)N1CCC(C(=O)O)CC1	i	i	i	i	i	i	i	-0.6	21	i	i
COc1ccccc1N1CCN(c2ccc3ccccc3n2)CC1	i	i	i	i	i	i	i	-14	16	i	i
Cc1noc(C)c1COC(=O)c1cccc(N(C)C)c1	i	i	i	i	i	i	i	-0.6	-1	i	i
CCOC(=O)N1CCN(C(=O)CSCc2ccc(Br)cc2)CC1	i	i	i	i	i	i	i	1.3	20	i	i
COC(=O)c1nc2nc(C)cc(=O)n2[nH]1	i	i	i	i	i	i	i	-0.8	22	i	i
COc1ccc(NC(=S)Nc2cc(C)cc(C)n2)cc1OC	i	i	i	i	i	i	i	3.3	12	i	i
CN(CC(=O)NC(=O)NCc1ccccc1)CC(=O)Nc1ccc(Cl)c(C(F)(F)F)c1	i	i	i	i	i	i	i	0.0	2	i	i
CCCC(=O)OC/C(O)=C(\C#N)c1nc2ccccc2[nH]1	i	i	i	i	i	i	i	-0.4	6	i	i
COc1ccc(N2CCN(S(=O)(=O)CCNC(=O)COc3ccccc3)CC2)cc1	i	i	i	i	i	i	i	-53	35	i	i
Cc1ccc(N2C(=O)C(Cl)=C(N3CCOCC3)C2=O)c(C)c1	i	i	i	i	i	i	i	0.3	25	i	i

Pulled by compound from the entries so far:
SMILES	TRPC4 agonist	TRPC6 inh	MrgX1 allo act	TRPC4 PAM	MrgX1 antag	PolyA inh	TRPC4 inh	HIF activator	AI-2 QS mod	MrgX1 ag	TRPC6 activator
CN(CC(=O)NC(=O)NCc1ccccc1)CC(=O)Nc1ccc(Cl)c(C(F)(F)F)c1	i	i	i	i	i	i	i	0.0	2	i	i
COc1ccccc1N1CCN(c2ccc3ccccc3n2)CC1	i	i	i	i	i	i	i	-14	16	i	i
COc1ccc(NC(=S)Nc2cc(C)cc(C)n2)cc1OC	i	i	i	i	i	i	i	3.3	12	i	i
CCCC(=O)OC/C(O)=C(\C#N)c1nc2ccccc2[nH]1	i	i	i	i	i	i	i	-0.4	6	i	i
CS(=O)(=O)N1CCC(C(=O)O)CC1	i	i	i	i	i	i	i	-0.6	21	i	i

Further structures follow:
SMILES	TRPC4 agonist	TRPC6 inh	MrgX1 allo act	TRPC4 PAM	MrgX1 antag	PolyA inh	TRPC4 inh	HIF activator	AI-2 QS mod	MrgX1 ag	TRPC6 activator
CCOc1ccc(-c2c[n+]3c(n2-c2ccccc2)CCCCC3)cc1	i	-5*	i	i	i	i	i	-0.1	15	i	i
CC1(c2ccc(Cl)cc2)NC(=O)N(CC(=O)N2CCCC2)C1=O (stereo not drawn)	i	i	i	i	i	i	i	0.2	-6	i	i
Cc1onc(-c2ccccc2Cl)c1C(=O)NC1CCS(=O)(=O)C1 (stereo not drawn)	i	i	i	i	i	i	i	.	13	i	i
COc1ccc(OC)c(S(=O)(=O)Nc2c(C)n(C)n(-c3ccccc3)c2=O)c1	i	i	i	i	i	i	i	-1.8	.	i	i
COc1cc(CNCc2ccccc2)ccc1OCC(O)c1ccccc1 (stereo not drawn)	i	i	i	i	i	i	i	-1.5	-2	i	i
NC(=O)Cn1c(-c2nonc2N)nc2ccccc21	i	i	i	i	i	i	i	-23	28	i	i
CC(C)Oc1cccc(OCCN2C(=O)c3ccccc3C2=O)c1	i	i	i	i	i	i	i	0.8	17	i	i
CC1(C)CNc2cc([N+](=O)[O-])ccc2S1	i	i	i	i	i	i	i	3.3	-4	i	i
CC1(C)CN2C(=S)N(c3ccccc3)C(c3ccccc3)N2C1 (stereo not drawn)	i	i	i	i	i	i	i	-1.1	32	i	i
CN(C)c1ncnc2sc(-c3ccccc3)cc12	i	i	i	i	-7.1*	i	i	1.9	5	i	i
CCOC(=O)N1CCN(C(=O)c2cc3c(s2)-c2ccc(Cl)cc2S(=O)(=O)C3)CC1	i	i	i	i	i	i	i	-0.8	4	i	i
CCc1nc2ccc(C(=O)N3CCN(c4cccc(C(F)(F)F)c4)CC3)cc2nc1CC	i	i	i	i	i	i	i	-0.6	6	i	i
CCOC(=O)N1CCC(Nc2ncnc3c2cnn3-c2ccc(Cl)cc2)CC1	i	i	.	i	.	i	i	1.1	35	.	i
CC1(C)C2CCC1(CS(=O)(=O)NCc1ccc(C(F)(F)F)cc1)C(=O)C2 (stereo not drawn)	i	i	i	i	i	i	i	-1.7	27	i	i
Cc1cc(/C=N\NC(=O)CC(=O)NC2CCCCC2)c(C)n1-c1ccc(Cl)cc1	i	i	i	i	i	i	i	-0.3	0	i	i
O=C(NCCc1ccccc1)c1ccc2c(c1)N(Cc1ccccc1)C(=O)CS2=O (stereo not drawn)	i	i	i	i	i	i	i	-0.1	-3	i	i
Cc1ccc(C(=O)Nc2ccc(N3CCOCC3)cc2N2CCOCC2)cc1	i	i	i	i	i	i	i	-0.2	1	i	i
CC(C)OCCCNC(=S)Nc1ccc(S(N)(=O)=O)cc1	i	i	i	i	i	i	i	0.0	52	i	i
S=C1NNC2(NN1)C1CC3CC(C1)CC2C3	i	i	i	i	i	i	i	-0.4	9	i	i
CCN(CC)CCCNC(=O)C(C)Sc1nc(-c2ccccc2)cc(C(F)(F)F)n1 (stereo not drawn)	i	i	i	i	i	i	i	0.1	-7	i	i
COC(=O)c1sccc1NC(=O)c1cc(-c2ccc(C)cc2C)nc2ccccc12	i	i	i	i	i	i	i	.	8	i	i
O=C(CN(C(=O)c1csnn1)c1ccc(F)c(Cl)c1)NC1CCCC1	i	i	i	i	i	i	i	-0.8	.	i	i
Cc1ccc(Oc2ccc(Oc3ccc(C)cc3)nn2)cc1	i	i	i	i	i	i	i	1.6	25	i	i
Cc1nn(-c2ccccc2)c(C)c1NC(=O)COC(=O)c1cc(Br)ccc1O	i	i	i	i	i	i	i	0.0	11	i	i
CCCN1C(=O)/C(=C/c2ccccc2OCc2ccc(C(=O)O)cc2)NC1=S	i	i	i	i	i	i	i	-0.3	25	i	i
O=C(NCC1CCN(Cc2cccc(Cl)c2)CC1)Nc1ccccc1Cl	i	i	i	i	-5.7*	i	i	0.1	7	i	i
Nc1cc(-c2ccccc2)nn1S(=O)(=O)c1ccc(Br)cc1	i	i	i	i	i	i	i	-0.3	13	i	i
Cc1ccc(-n2c(=O)[nH]c3c(C(N)=O)nc(CC(C)C)nc32)cc1	i	i	i	i	i	i	i	-0.1	13	i	i
CCCCC(=O)Nc1nn(C)c2nc3c(C)cccc3cc12	i	i	i	i	i	i	i	-1.4	30	i	i
COc1ccc(N2CCN(C(=S)Nc3cccc(OC)c3)CC2)cc1	i	i	i	i	i	i	i	4.0	-4	i	i
O=C(C1CCN(C2CCN(CC3CC=CCC3)CC2)CC1)N1CCOCC1 (stereo not drawn)	i	i	i	i	i	i	i	-0.1	12	i	i
CSC1=N/C(=C\c2ccccc2)C(=O)N1C	i	i	i	i	i	i	i	0.1	0	i	i
O=C(c1ccc(-n2cncn2)c([N+](=O)[O-])c1)N1CCN(S(=O)(=O)c2c(F)cccc2F)CC1	i	i	i	i	i	i	i	-3.3	37	i	i
O=C(c1ccco1)N1CCN(C(=O)c2cc3cc([N+](=O)[O-])ccc3oc2=O)CC1	i	i	i	i	i	i	i	0.2	19	i	i
COC(=O)c1cc(C(=O)Cc2ccccc2)c[nH]1	i	i	i	i	i	i	i	0.4	-49	i	i
O=C(CCS(=O)(=O)c1cccc2nsnc12)NCc1ccccc1	i	i	i	i	i	i	i	-0.3	26	i	i
O=S(=O)(Nc1cccc2c1CCCC2)c1cccc(C(F)(F)F)c1	i	i	i	i	i	i	i	-0.6	14	i	i
CCOc1ccccc1NC(=O)C1=C(C)NC(=S)NC1c1cccs1 (stereo not drawn)	i	i	i	i	i	i	i	-0.1	9	i	i

These rows are one share of the data; count on the stated rates, not on these rows.
